PERK inhibitor: human PERK inhibition, primary cell-based screen; 220,000 tested, 0.17% active; CHO PERK-DD fusion, SEAP luminescence translation reporter; inhibition, % at 5.6 µM; Q9NZJ5;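 active means inhibition above the mean inhibition of all tested compounds plus 3 SD, set separately per screening campaign, cut at about 2.9% in these data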;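 further: PERK kinase domain activated by AP20187 dimerizer at 100 nM; 0% = DMSO with dimerizer and 100% = rapamycin at 8.4 µM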
Mdm2 ligase inh: Mdm2 E3 ligase (human) inhibition; Q00987; cell-based MDM2 ubiquitination luciferase reporter, 2 h; 0 = plate control, 100 = twice control, blank-subtracted; signal enhancement, % at 5 µM; 210,000 tested, 0.11% active;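 active means signal enhancement of 30% or more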;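 further: luminescence tracks abundance of the self-degrading MDM2-luciferase fusion protein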
Target sequence (Q00987 whole entry, looked up, the tested form may be a part): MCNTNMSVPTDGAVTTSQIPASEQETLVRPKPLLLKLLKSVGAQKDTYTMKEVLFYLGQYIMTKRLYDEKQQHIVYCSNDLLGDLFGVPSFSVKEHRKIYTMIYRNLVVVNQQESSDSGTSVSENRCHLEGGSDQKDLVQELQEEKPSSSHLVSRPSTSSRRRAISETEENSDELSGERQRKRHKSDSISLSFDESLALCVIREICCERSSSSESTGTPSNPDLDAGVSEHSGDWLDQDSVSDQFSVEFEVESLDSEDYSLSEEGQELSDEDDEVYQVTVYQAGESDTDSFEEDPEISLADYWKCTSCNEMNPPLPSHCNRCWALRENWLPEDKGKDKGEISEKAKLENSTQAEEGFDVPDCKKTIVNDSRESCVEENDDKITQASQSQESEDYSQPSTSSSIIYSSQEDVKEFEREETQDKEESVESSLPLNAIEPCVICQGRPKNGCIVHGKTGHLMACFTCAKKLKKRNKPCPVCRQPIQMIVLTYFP
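Test system: stable mammalian line carrying autodegrading MDM2–luciferase fusion reporter; quantity: 2000 cells in each well; times: 4 h cell settling then 2 h compound exposure, 37 °C; detection: luminescence with SteadyLite reagent, 15 min at room temperature; evaluation: percent signal gain over controls, blank-subtracted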
Cl transport mod: modulates chloride dependent transport by human KCC2. 190,000 tested, 2.2% active. KCC2 cells, thallium flux FluoZin-2 fluorescence. AID 1456. B-score of Tl+ flux slope (higher = more flux/activation; lower = inhibition) at 10 µM;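 active means thallium flux slope and its plate-corrected score both differing from the plate sample mean at a set confidence after two filtering rounds, in either direction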;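 further: slope of fluorescence scaled to starting intensity during 10 to 20 s after thallium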
Rad51 HR inh: Rad51 (human) homologous recombination inhibition; Q06609; inhibition, % at 10 µM; 200,000 tested, 0.085% active; hRad51 DNA strand exchange, fluorescence dequenching;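 active means inhibition above 40% at the single screening dose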;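 further: 0% = DMSO control wells and 100% = blanks with heterologous ssDNA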
Target sequence (Q06609 whole entry, looked up): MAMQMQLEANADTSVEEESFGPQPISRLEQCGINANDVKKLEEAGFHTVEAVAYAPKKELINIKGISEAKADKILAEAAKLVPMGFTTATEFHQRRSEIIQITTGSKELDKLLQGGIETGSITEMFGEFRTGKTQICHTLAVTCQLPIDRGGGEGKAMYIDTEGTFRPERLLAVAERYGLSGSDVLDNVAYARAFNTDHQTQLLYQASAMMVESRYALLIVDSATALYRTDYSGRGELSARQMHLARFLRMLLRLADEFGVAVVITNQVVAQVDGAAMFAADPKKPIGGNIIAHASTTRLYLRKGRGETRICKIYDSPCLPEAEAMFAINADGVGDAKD
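System: human Rad51 nucleoprotein filaments preassembled on unlabelled ssDNA. Reagent: labelled 47-mer dsDNA for strand exchange. Schedule: 30-min compound preincubation and 15-min exchange, both room temperature. Measured by: FRET fluorescence dequenching, excitation 485 nm, emission 520 nm. Read-out: Fluorescence-based percent inhibition, control- and blank-normalised. Benchmarks: plate controls and plate blanks.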
eIF4E-4G inh: eIF4E/eIF4G interaction inhibition in translation initiation. P63073+Q04637. TR-FRET eIF4E-eIF4GI(517-606) binding, 2 h. AID 782. 220,000 tested, 0.37% active. inhibition, % at 21.7 µM;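 active means inhibition above about 30%, limit read from the data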;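 further: 0% = full FRET control wells and 100% = background wells lacking eIF4GI fragment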
TNF necrop inh: blocks TNF-alpha induced death of Jurkat FADD-/- cells; Jurkat FADD-/- TNF necroptosis rescue, ATP luminescence, 24 h; 0 = TNF only, 100 = no-TNF cells; activation (protection from cell death), % at 10 µM; 220,000 tested, 0.068% active;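 active means activation, meaning protection from cell death, of at least 50% relative to plate controls; inactive means activation below 50%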;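 further: necroptosis triggered by 40 ng/mL TNF-alpha added together with compound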
L929 necroptosis: blocks zVAD induced death of L929 cells; 220,000 tested, 0.38% active; L929 zVAD necroptosis rescue, ATP luminescence, 24 h; with zVAD 60 µM; viability rescue, % at 10 µM;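 active means activation, scaled between plate controls, above about 75%, limit read from the data; inactive means activation under that limit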;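 further: 0% = zVAD with DMSO and 100% = DMSO alone without zVAD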
EBV gp42 block: inhibitors of Epstein-Barr virus glycoprotein 42; Q1HVG2; Fluorescence polarization binding assay, mP read-out; inhibition, % (tested at 21.74 µM); 220,000 tested, 0.42% active; in the data active means inhibition above about 50%
Target sequence (Q1HVG2 whole entry, looked up): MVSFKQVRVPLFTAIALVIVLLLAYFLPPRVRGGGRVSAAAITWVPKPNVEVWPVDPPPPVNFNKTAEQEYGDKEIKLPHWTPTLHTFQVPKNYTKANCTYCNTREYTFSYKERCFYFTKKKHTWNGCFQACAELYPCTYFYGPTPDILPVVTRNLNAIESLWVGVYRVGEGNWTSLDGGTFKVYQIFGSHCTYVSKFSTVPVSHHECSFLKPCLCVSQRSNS
m-calpain inh: inhibitors of pig calpain II | purified calpain II, fluorogenic peptide substrate, 30 min | inhibition, % at 16 µM | 220,000 tested, 0.37% active | AID 1236;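 active means inhibition above about 50%, limit read from the data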
Starred values were filed as active, the others as inactive; i = inactive; . = no result given; [ ] = dose if it differs, or a comment.

entry	mol	PERK inhibitor	Mdm2 ligase inh	Cl transport mod	Rad51 HR inh	eIF4E-4G inh
1	O=C(CSc1nc2cc(Cl)ccc2s1)N1CCN(C(=O)c2ccco2)CC1	-0.5	-1	0.51	6	2
2	COC(=O)CSC1=C(C#N)C(c2ccccc2OC)C(C(=O)OC)C(=O)N1 (stereo unspecified)	-0.1	-2	.	-1	0[fluorescence artefact?]
3	Cc1cc(NC(=O)c2ccco2)ncc1NC(=O)CCc1ccccc1	-0.4	-24	-0.25	.	-1
4	COc1ccc(CC2(CO)CCN(CC3=Cc4cc(Cl)ccc4OC3)CC2)cc1	-0.6	-34	-0.19	-5	-1
5	NC1=NC(=O)/C(=C\C=C\c2ccccc2)S1	-0.6	8	-0.56	-3	-5
6	COC(=O)NC(NS(=O)(=O)c1ccccc1)(C(=O)OC)C(F)(F)F (stereo unspecified)	-0.4	-1	0.92	-10	-3
7	S=C(Nc1ccc(Cl)cc1)Nc1cccc2cnccc12	0.1	2	0.061	.	8
8	O=C(c1cc(-c2ccc(Cl)c(Cl)c2)on1)N1CCN(c2ccccc2)CC1	0.9	-5	0.92	-7	-7[fluorescence artefact?]
9	CCOC(=O)c1c(C)c(-c2ccccc2)n(CC(=O)N2CCCC2)c1C	-0.4	-18	.	-6	-4
10	CCn1c(=O)c2cc(S(=O)(=O)NCc3ccccc3)ccc2n(CC)c1=O	-0.5	-18	0.83	-8	10
11	COc1ccc(NC(=O)N2CCC(c3ccccc3)C2)c(OC)c1 (stereo unspecified)	0.3	-11	.	7	0
12	CCCc1ncc(C(O)c2ccccc2OC)n1C (stereo unspecified)	-0.1	-44	0.47	5	0

entry	TNF necrop inh	L929 necroptosis	EBV gp42 block	m-calpain inh
1	-1.6	0.2	0	22
2	0.4	0.9	-10	-3
3	-2.0	0.0	15	-1
4	-4.4	4.3	-15	12
5	1.2	0.9	-23	25
6	1.5	-0.4	3	3
7	-1.2	.	5	-12
8	-3.0	0.0	-24	-1
9	0.3	-0.5	2	-28
10	-5.5	-0.5	-9	5
11	1.2	0.8	-7	-13
12	-0.1	1.3	-2	6

Remaining list, next part
entry	mol	PERK inhibitor	Mdm2 ligase inh	Cl transport mod	Rad51 HR inh	eIF4E-4G inh
13	COc1ccc(/C=C/C(=O)NCCc2ccc(S(N)(=O)=O)cc2)cc1	0.9	-6	-0.37	-2	2
14	CCCN(CCC)C(=O)Cn1c(=O)c2ccccc2n2c(=S)sc(-c3ccccc3C)c12	-0.4	-3	-0.00022	-6	-2[fluorescence artefact?]
15	Cc1ccc(NC(=O)c2oc(=O)c3ccccc3c2-c2ccccc2)c(C)c1	0.4	-8	0.059	3	-1
16	Cc1cc(CCN2CCC(=O)NC2=O)ccc1OC(C)C	-0.3	.	.	10	6
17	NS(=O)(=O)c1ccc(N2N=C(c3ccccc3)CC2c2ccccc2)cc1 (stereo unspecified)	-0.2	-7	1.4	0	5
18	O=C(CCc1ccccc1)Nc1ccc(N2CCOCC2)c(Cl)c1	0.4	-3	0.32	-3	-3[fluorescence artefact?]
19	O=C(CSC1CCCCC1)Nc1ccccc1Br	0.7	-5	-0.97	-1	-1
20	Cc1ccc(C2CC(=O)C(C=NCCN3CCN(C(=S)Nc4ccc(F)cc4)CC3)=C(O)C2)cc1 (stereo unspecified)	0.4	-7	-0.18	-1	-1
21	Cc1ccc2cc3c(N)c(C(=O)N4CC(=O)Nc5ccccc54)sc3nc2c1	0.2	-18	-1.8	.	-3
22	C[n+]1cccc(/C=N/NC(=O)CC23CC4CC(CC(C4)C2)C3)c1	0.4	.	.	-14	-10
23	Cc1oc(-c2cc(F)cc(F)c2)nc1CN1CCSCC1	1.5	-4	0.9	-11	5
24	CCOC(=O)N1CCC(NC(=O)c2cc(S(=O)(=O)N3CCC4(CC3)OCCO4)ccc2F)CC1	0.2	-4	0.46	-1	-3[fluorescence artefact?]

entry	TNF necrop inh	L929 necroptosis	EBV gp42 block	m-calpain inh
13	1.5	0.9	6	-13
14	2.0	0.6	22	2
15	-0.9	0.3	7	14
16	-0.2	1.5	28	23
17	2.1	0.2	2	-131
18	5.3	0.4	-15	-7
19	3.3	1.1	-9	11
20	1.5	0.6	8	-1
21	-17	-0.1	-62	1
22	0.4	-0.1	-35	-19
23	6.4	0.0	-15	-10
24	-2.6	-0.8	-3	-26

Reprinted at random: three compounds from above, in no set order.
entry	mol	PERK inhibitor	Mdm2 ligase inh	Cl transport mod	Rad51 HR inh	eIF4E-4G inh
19	O=C(CSC1CCCCC1)Nc1ccccc1Br	0.7	-5	-0.97	-1	-1
17	NS(=O)(=O)c1ccc(N2N=C(c3ccccc3)CC2c2ccccc2)cc1 (stereo unspecified)	-0.2	-7	1.4	0	5
6	COC(=O)NC(NS(=O)(=O)c1ccccc1)(C(=O)OC)C(F)(F)F (stereo unspecified)	-0.4	-1	0.92	-10	-3

entry	TNF necrop inh	L929 necroptosis	EBV gp42 block	m-calpain inh
19	3.3	1.1	-9	11
17	2.1	0.2	2	-131
6	1.5	-0.4	3	3

Next structures follow.
entry	mol	PERK inhibitor	Mdm2 ligase inh	Cl transport mod	Rad51 HR inh	eIF4E-4G inh
25	Cc1ccc(NC(=O)c2cc(C)nn2-c2ccccc2)cc1	0.8	-32	.	-1	4
26	C/C(CC(=O)Nc1ccc(Cl)cc1C(F)(F)F)=N\NC(=O)c1cccs1	0.4	-2	0.011	-2	2
27	O=C(O)c1ccc(S(=O)(=O)c2ccc3c(c2)C(=O)N(Cc2ccco2)C3=O)cc1	1.0	11	0.79	4	-4[fluorescence artefact?]
28	Cc1ccc(S(=O)(=O)N2CC=C(C(=O)NCc3ccccc3)CC2)cc1	-0.5	.	-0.73	-3	1[fluorescence artefact?]
29	CCN1CN(Cc2ccco2)CNC1=S	2.1	-3	1.4	-11	8
30	Cc1cccc(Oc2ccccc2NC(=O)c2cnccn2)c1	-0.1	-4	0.17	.	5
31	C[C@H](N)c1nnc(SCC(=O)N(C)C)o1	1.0	-16	.	7	-4
32	O=C(Nc1ccc2cn[nH]c2c1)c1ccc(Cl)c(S(=O)(=O)N2CCOCC2)c1	0.6	-11	1.4	4	4[fluorescence artefact?]
33	COc1ccc(NC(=O)c2ccc(COc3ccccc3Br)o2)cc1OC	-0.7	-7	-6*	2	-1
34	Cc1cccc(NC(=O)c2c(O)c3cccc4c3n(c2=O)CC4)c1	0.9	.	0.37	.	.
35	O=C(N/N=C/c1ccccc1C(=O)O)c1ccc(COc2cccc3cccnc23)cc1	-0.3	-3	-0.96	1	1
36	Nc1cc(S(=O)(=O)N2CCCCC2)ccc1Oc1ccc(Cl)cc1	1.5	-26	-0.27	10	-7

entry	TNF necrop inh	L929 necroptosis	EBV gp42 block	m-calpain inh
25	-0.6	0.0	4	19
26	6.0	0.7	-23	-5
27	-1.8	-0.1	-22	0
28	1.0	.	-2	-2
29	1.1	0.3	-7	-19
30	-2.0	-0.4	11	-15
31	-2.3	-0.1	-11	-5
32	1.6	3.8	-6	-16
33	-2.7	-0.6	-24	20
34	0.1	1.5	.	.
35	2.9	0.2	-5	-40
36	-1.0	2.6	-11	64*

Following part:
entry	mol	PERK inhibitor	Mdm2 ligase inh	Cl transport mod	Rad51 HR inh	eIF4E-4G inh
37	CC(C)(C)C(=O)N1CCN(c2ccc(Cl)cc2[N+](=O)[O-])CC1	-0.9	-86	1.1	12	-10
38	Cc1nc2cc(NCc3nc4ccccc4n3Cc3ccccc3)ccc2n1C	-1.7	-9	.	.	-1
39	COC(=O)c1cscc1NC(C)=O	1.1	-10	-0.11	5	-1[fluorescence artefact?]
40	O=C1OC2CC3CC1CC(O)(C3)C2 (stereo unspecified)	0.9	-16	.	7	-2
41	CCc1c(C)c(C#N)c2nc3ccccc3n2c1N(C)C	-0.1	-22	-1.8	6	8[fluorescence artefact?]
42	CC(C)NC(=O)CSc1nnc(-c2ccncc2)n1-c1ccccc1	-0.2	-10	-0.94	-10	-5
43	Cc1ccc(C(=O)NCCN2C3=NC[C@H](C(C)C)N3C[C@H]2Cc2ccc(O)cc2)cc1Br	0.8	.	-0.18	1	2
44	O=C1CNC(=O)/C1=C/c1ccc(O)cc1	1.4	-6	1.2	4	1[fluorescence artefact?]
45	O=C(NCc1ccc(Cl)cc1)C(=O)NCC(c1ccco1)N1CCOCC1 (stereo unspecified)	0.1	-8	1.4	-6	7[fluorescence artefact?]
46	COc1ccc(-c2c(C#N)c(N)nc3c2CCCC3)cc1OC	0.1	.	0.15	-2	.
47	Cn1c(/C=N/O)nc2ccccc21	0.2	-97	0.34	15	-2
48	COc1ccc(-n2nc(C(=O)NCc3cc(OC)ccc3OC)c3c4ccccc4n(C)c3c2=O)cc1	0.1	12	-0.021	.	-1

entry	TNF necrop inh	L929 necroptosis	EBV gp42 block	m-calpain inh
37	1.2	-0.6	2	35
38	-7.1	-0.4	-8	-19
39	-1.6	-0.3	-10	-20
40	0.6	1.3	-5	9
41	-0.2	0.3	-10	-88
42	0.3	0.3	18	-2
43	0.9	-0.5	-11	-18
44	-2.8	-0.1	-51	-5
45	6.6	0.5	-16	1
46	-2.2	-0.6	.	.
47	3.7	0.3	3	-60
48	-1.8	-0.4	-6	-89

(more compounds)
entry	mol	PERK inhibitor	Mdm2 ligase inh	Cl transport mod	Rad51 HR inh	eIF4E-4G inh
49	Cc1nc2sccn2c(=O)c1Cl	0.3	-13	0.42	5	3
50	O=C(Cc1cc(=O)[nH]c(=O)[nH]1)NCc1ccc(Cl)cc1	0.3	.	-0.99	.	2
51	CS/C(=N/S(=O)(=O)c1ccc(C)cc1)c1ccccc1	1.0	-9	-1.9	-3	-3
52	O=C1CC(N2CCN(c3ccc(F)cc3)CC2)C(=O)N1c1ccccc1 (stereo unspecified)	0.4	-2	0.015	-10	-3
53	CNc1oc(-c2cccc3ccccc23)nc1C#N	1.9	-3	0.24	-2	-12
54	Nc1ccc(C(=O)Oc2ccc([N+](=O)[O-])cc2)c(O)c1	0.0	-12	-0.49	8	4
55	CC(C)N1CC(C(=O)Nc2ccccc2)CC1=O (stereo unspecified)	0.6	-3	0.095	9	4
56	O=C(O)CCN1C(=O)NC2(CCCC2)C1=O	0.5	6	-0.016	-2	3
57	COc1ccc(C(=O)Nc2cccc3c2C(=O)NC3=O)cc1S(=O)(=O)N1CCOCC1	0.7	1	.	.	-9
58	Cc1ccc(NC(=O)CSc2ccc(-c3cccnc3)nn2)cc1Cl	0.7	26	0.18	4	4
59	Cc1ccc(Nc2ncccc2C(N)=O)cc1	-0.6	11	-0.19	.	2
60	O=C(Cn1nc(Cc2ccncc2)c2ccccc2c1=O)N1CCN(C(=O)c2ccco2)CC1	0.9	-19	-1.2	1	4[fluorescence artefact?]
61	Cc1ccnc(NC(=O)c2ccc(S(=O)(=O)c3ccccc3)cc2)c1	0.1	-15	-0.12	17	-2

entry	TNF necrop inh	L929 necroptosis	EBV gp42 block	m-calpain inh
49	-2.0	-0.1	-15	-24
50	0.5	.	-6	20
51	0.4	0.2	-24	7
52	0.8	1.2	-7	-20
53	-4.3	0.1	-13	i
54	-0.4	0.2	-13	15
55	-2.0	1.0	-5	13
56	-2.8	0.0	-4	-27
57	-2.5	2.7	-2	-209
58	1.2	82*	-34	-63
59	0.0	.	8	-10
60	-0.9	0.5	-1	3
61	0.6	11	2	-7

Bioassay records as filed in PubChem.
